TbREL1 primary: TbREL1 inhibition, primary screen; P86926; TbREL1 RNA ligation, FRET fluorescence; inhibition, % at 9.66 µM; 89,000 tested, 0.49% active; AID 1117264;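 active = inhibition above the mean inhibition across all screened compounds plus 3 SD, cut at about 11% in these data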;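 also: 0% = plate median of test wells and 100% = NSC42067 control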
Target sequence (P86926 whole entry, looked up): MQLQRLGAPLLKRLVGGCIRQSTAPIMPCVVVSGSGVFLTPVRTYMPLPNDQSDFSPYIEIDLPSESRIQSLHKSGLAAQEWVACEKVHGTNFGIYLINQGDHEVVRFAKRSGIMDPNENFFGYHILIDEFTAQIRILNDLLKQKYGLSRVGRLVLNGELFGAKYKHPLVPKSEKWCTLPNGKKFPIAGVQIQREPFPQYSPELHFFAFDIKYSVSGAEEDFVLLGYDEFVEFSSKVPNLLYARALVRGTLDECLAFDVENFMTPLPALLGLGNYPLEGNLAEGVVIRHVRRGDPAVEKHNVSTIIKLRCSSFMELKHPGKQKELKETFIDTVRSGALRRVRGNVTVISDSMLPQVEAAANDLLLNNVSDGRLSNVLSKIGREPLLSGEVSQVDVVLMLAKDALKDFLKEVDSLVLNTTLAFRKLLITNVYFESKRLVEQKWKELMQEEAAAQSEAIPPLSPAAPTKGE
Starred values were filed as active, the others as inactive. This is a subset (hit frequency here may not be typical).

SMILES | TbREL1 primary
O=S(=O)(NCC1CCCO1)c1cccc2nsnc12 (stereo not drawn) | 2
CC(=O)N1CCN(S(=O)(=O)c2cccc(C(=O)Nc3nccs3)c2)CC1 | -2
CCN(C(=O)CSc1nc2ccccc2c(=O)n1-c1ccccc1F)C1CCS(=O)(=O)C1 (stereo not drawn) | 0
Cc1csc(NC(=O)CSc2nnc(Cn3c(=O)sc4ccccc43)n2-c2ccccc2)n1 | -1
COc1cc(-n2c(=O)c3ccccc3n(CC(=O)c3ccc(F)cc3)c2=O)cc(OC)c1OC | -1
CCN(CC)c1ccc(/C=N/NC(=O)c2ccccn2)cc1 | -5
CN(C)S(=O)(=O)c1cccc(C(=O)NCc2cccs2)c1 | -7
CCCCNC(=O)CSc1nc2ccccc2c(=O)n1Cc1ccc2c(c1)OCO2 | 3
CC(C)(C)n1[nH]c2c3c(ccc2c1=O)C(=O)c1ccccc1C3=O | -5
COc1ccc(OCCN2CCC(C(=O)NC(c3ccc(F)cc3)c3ccc4ccccc4n3)CC2)cc1 (stereo not drawn) | 0
CCCCC(=O)Nc1sc2c(c1C#N)CC(C)(C)OC2 | 1
CC(Sc1nc(-c2ccccc2)cc(C(F)(F)F)n1)C(=O)NCc1ccco1 (stereo not drawn) | -3
NC(=O)COC(=O)c1cc(-c2cccs2)nn1-c1ccccc1 | 1
CCn1nc(C(=O)OC2CCOC2=O)c2ccccc2c1=O (stereo not drawn) | -1
CC1CCCCN1S(=O)(=O)c1ccc(NC(=O)c2ccco2)cc1 (stereo not drawn) | 1
CCOC(=O)N/N=C/c1cccc(Cl)c1Cl | 0
O=C(Cn1cnc2c(cnn2-c2ccc(F)cc2)c1=O)N1CCN(c2ccccc2F)CC1 | 0
COc1ccc2c(CCN3C(=O)c4ccccc4C3=O)c(-c3c(CCN4C(=O)c5ccccc5C4=O)c4ccccc4n3C(=O)OC(C)(C)C)[nH]c2c1 | 4
O=C(c1ccc2c(c1)OCO2)N1CCN=C1SCc1cccnc1 | 5
O=[N+]([O-])c1ccc(/C=N/n2c(CO)nc3ccccc32)s1 | 3
C/C(=N\NC(=O)c1c(Cl)c(C)nn1C)c1ccc(NC(=O)c2ccncc2)cc1 | -1
Cc1cc(NC(=O)Cn2nc(-c3cccs3)ccc2=O)cc(C)c1Br | 7
CCOC(=O)c1ccc(NC(=O)C2(c3ccc(Cl)cc3)CCCC2)cc1 | 4
O=C(COC(=O)CNC(=O)c1ccccc1)NC(=O)NC1CCCCC1 | 1
CCc1nnc(NC(=O)c2ncc(Cl)c(Cl)c2Cl)s1 | 0
Continuation.
SMILES | TbREL1 primary
CC(C)NC(=O)c1onc(CSc2nc3ccccc3[nH]2)c1C(=O)NC(C)C | 1
COCCNC(=O)C1(C)CCCN(Cc2ccc(Oc3ccccc3)cc2)C1 (stereo not drawn) | -6
CC(=O)Nc1ccc(NC(=O)COC(=O)CCNS(=O)(=O)c2c(Cl)cccc2Cl)cc1 | 7
Brc1ccc(-c2c(-c3ccsc3)sc3ccccc23)cn1 | 3
COc1ccc(CNC(=O)COC(=O)CCC2CCCCC2)cc1 | -4
CCc1nc2ccc(C(=O)NCCCn3ccnc3)cn2c1N(C)C(=O)COc1ccccc1 | -1
O=C(NC1CCCCCCC1)C1CCN(S(=O)(=O)N2CCCC2)CC1 | 4
COC(=O)/C=C/c1c(C)[nH]c(=O)[nH]c1=O | 1
COc1ccc2c(c1OC)C(=O)N(c1cccc(C)c1)C2 | -1
O=C(NCc1cccc(Br)c1)C1CC(c2ccc(C(F)(F)F)cc2)=NO1 (stereo not drawn) | -1
COc1ccc(S(=O)(=O)N(C)C[C@@H]2OCCCC[C@H](C)Oc3ccc(NC(=O)Nc4ccc(C(F)(F)F)cc4)cc3C(=O)N([C@H](C)CO)C[C@H]2C)cc1 | 1
CCOc1ccccc1C(=O)N1CCC(n2nnc3cc(C(F)(F)F)ccc32)CC1 | -2
CC(C)(C)NC(=O)C1CCN(C(=O)c2ccc(Br)cc2)CC1 | -3
COc1ccc(OC)c(C(=O)NC(CC(N)=O)c2ccc(N3CCN(c4ccccn4)CC3)c([N+](=O)[O-])c2)c1 (stereo not drawn) | -1
COC(=O)C1=C(C(=O)OC)[C@@H]2N(C)c3ccccc3[C@@]23C[C@@H](C(=O)OC)N(C(C)=O)C3=N1 | 0
O=C(O)CSCNC(=O)CC12CC3CC(CC(C3)C1)C2 | -1
COc1ccc([C@H]2CC(=O)C=C(c3cccc(Cl)c3)C2)cc1OC | -3
O=C(COC(=O)c1ccc([N+](=O)[O-])cc1)NC12CC3CC(CC(C3)C1)C2 | 1
O=C(CSc1nnc(-c2ccccn2)n1-c1ccccc1)Nc1ccccc1-c1ccccc1 | 5
O=c1oc(CCCO)cc2ccc(/C=C/c3cccc([N+](=O)[O-])c3)cc12 | -1
C[C@@H](c1ccccc1)N1C[C@@H](COCc2ccccc2)Oc2cc(N3CCC[C@@H]3CO)ccc2S1(=O)=O | -1
CCOC(=O)c1sc(NC(=O)/C=C/c2cnn(CC)c2C)c(C(=O)OCC)c1C | 0
Cc1ccc(O)c(-c2cc(-c3ccccc3C)[nH]n2)c1 | 4
CCc1nnc(NC(=O)C(NS(=O)(=O)c2ccc3c(c2)OCCO3)C(C)C)s1 (stereo not drawn) | -2
O=C1OC(Cc2ccccn2)C(=O)C1=C1SCCS1 (stereo not drawn) | 7

Ordered by heavy-atom count (smallest number first): three of the compounds above
SMILES | TbREL1 primary
COC(=O)/C=C/c1c(C)[nH]c(=O)[nH]c1=O | 1
O=C(O)CSCNC(=O)CC12CC3CC(CC(C3)C1)C2 | -1
CCc1nnc(NC(=O)C(NS(=O)(=O)c2ccc3c(c2)OCCO3)C(C)C)s1 (stereo not drawn) | -2

The list goes on.
SMILES | TbREL1 primary
O=C(NCc1ccc(F)cc1)N1CCN(S(=O)(=O)c2ccccc2F)CC1 | 0
Cc1ccc(-n2c(=O)c3c4c(sc3n(Cc3cc(=O)n5ccccc5n3)c2=O)CCC4)cc1C | -2
O=C1OCCN1C(=O)[C@H]1[C@H](c2ccc([N+](=O)[O-])cc2)C(c2ccccc2)=NN1c1ccc(Br)cc1 | 4
O=C(NNc1nc2c(F)cccc2s1)C1=COCCO1 | -3
Cc1cc(Cl)ccc1OCCNC(=S)NC(=O)c1cccnc1 | -3
O=C(CSc1nnnn1Cc1ccccc1)Nc1ccccc1 | -4
Cc1cc(C(=O)N2CCCC(N3CCN(c4ccccc4C)CC3)C2)n(C)n1 (stereo not drawn) | -1
CC(C)c1ccc(N(C(=O)c2csnn2)C(C(=O)NC2CCCC2)c2ccncc2)cc1 (stereo not drawn) | 4
COc1ccc(C)cc1NC(=O)CN1CCN(c2ccccc2F)CC1 | -1
Cc1cc(C)cc(OCC(=O)N(Cc2ccco2)c2c(N)n(Cc3ccccc3)c(=O)[nH]c2=O)c1 | -2
CCOC(=O)N1CCN(C(=O)CCCn2c(=S)[nH]c3ccsc3c2=O)CC1 | -4
Cn1c(=O)[nH]c(=O)c2c1nc(Br)n2Cc1ccccc1F | 1
Cc1nn2c(NCCCN3CCOCC3)c3c(nc2c1-c1ccccc1)CCC3 | -7
COc1cccc(C(C(=O)NCC2CCCO2)N(C(=O)Cn2nnc3ccccc32)c2ccccc2C(C)=O)c1OC (stereo not drawn) | -2
COc1ccc(CNC(=S)N2CCN(S(=O)(=O)c3cccc(F)c3)CC2)cc1 | -6
Cc1cc(Cl)ccc1OCC(=O)Nc1nc(-c2cccnc2)cs1 | -3
O=C(CSc1nc2ccccc2s1)Nc1ccc(C(=O)O)cc1 | 0
CCOc1ccc(-c2csc(NC(=O)C3CCCO3)n2)cc1 (stereo not drawn) | -2
NC(=O)c1ccc(C(F)(F)F)n(Cc2ccc(F)c(F)c2)c1=O | 5
CN(C)c1ccc(C(=O)Nc2cc(C(F)(F)F)ccc2-n2cncn2)cc1 | -1
O=c1c2ccccc2sn1-c1cccc(Cl)c1 | 1
O=C(N[C@@H](Cc1ccccc1)C(=O)OCc1ccccc1)c1nc[nH]c1C(=O)N[C@@H](Cc1ccccc1)C(=O)OCc1ccccc1 | 1
COc1ccc(C(NC(=O)CNC(C)=O)C(=O)Nc2ccc3c(c2)OCCO3)cc1 (stereo not drawn) | -2
CCOc1cc2[nH]c(=O)n(CCCCC(=O)NC3CCCCCC3)c(=O)c2cc1OCC | 3
O=C(Nc1cccc(F)c1)N1CCN(C/C=C/c2ccccc2)CC1 | -2

Next part, starting with the last four of the part before.
SMILES | TbREL1 primary
O=C(N[C@@H](Cc1ccccc1)C(=O)OCc1ccccc1)c1nc[nH]c1C(=O)N[C@@H](Cc1ccccc1)C(=O)OCc1ccccc1 | 1
COc1ccc(C(NC(=O)CNC(C)=O)C(=O)Nc2ccc3c(c2)OCCO3)cc1 (stereo not drawn) | -2
CCOc1cc2[nH]c(=O)n(CCCCC(=O)NC3CCCCCC3)c(=O)c2cc1OCC | 3
O=C(Nc1cccc(F)c1)N1CCN(C/C=C/c2ccccc2)CC1 | -2
Cc1ccccc1NC(=O)NC1(C(=O)N2CCC(C(N)=O)CC2)CCCCC1 | 4
CCCNC(=O)C1(C)CCN(Cc2ccc3ccccc3c2Br)C1 (stereo not drawn) | 1
COC(CNC(=O)[C@H](Cc1c[nH]c2ccccc12)NC1(C(=O)NC2CCCCC2)CCCCC1)OC | -4
O=C(CSc1ncnc2c1oc1ccccc12)NC1CCCC1 | 4
O=c1[nH]c(CSc2ncnc3sc(-c4ccccc4)cc23)nc2ccccc12 | 1
CCOP(=O)(c1c(F)c(F)c(F)c(F)c1F)C(O)c1ccccc1 (stereo not drawn) | 0
O=C(NCc1ccccc1)C1(CC2CC(c3ccccc3)=NO2)CCNCC1 (stereo not drawn) | 8
CCOc1ccc(S(=O)(=O)N2CCCCC2)cc1NC(=O)C1COc2ccccc2O1 (stereo not drawn) | 1
COc1ccc(Cl)cc1C1=NOC2(CCC2)C(=O)N1Cc1cccc(C#N)c1 | -3
CCNC(=O)CCSc1nnc(-c2ccncc2)o1 | 0
CCC1COCCS(=O)(=O)N1Cc1ccccc1F (stereo not drawn) | 7
Cc1ccc(Cn2c(SCC(=O)Nc3cc(C)on3)nc3ccccc3c2=O)cc1 | -1
CC1CCCCN1C(=O)CSc1nnc(-c2c[nH]c3ccccc23)o1 (stereo not drawn) | -3
COc1ccc(OC)c(NC(=O)CSc2nc(-c3ccccc3)cc(=O)[nH]2)c1 | -2
Cn1c(=O)[nH]c(=O)c2c1nc(N1CCN(C(=O)c3ccco3)CC1)n2CCCSc1ncccn1 | 1
Cc1ccc(-n2nc(C(=O)c3ccccc3)n3c(=O)cc(-c4ccccc4)nc23)cc1 | -1
O=C1C[C@@H]2c3c(cccc3CN1Cc1ccc(Cl)cc1)C[C@@H](O)[C@H]2O | -1
COC(=O)[C@]1(C)N[C@H](CN(C)C(=O)c2ccc(C)cc2)[C@@H]2C(=O)N(Cc3ccccc3)C(=O)[C@@H]21 | 1
CC(C)(O)[C@H](O)COc1c2occc2cc2ccc(=O)oc12 | 1
O=C(OCCN=C1NS(=O)(=O)c2ccccc21)c1ccncc1 | 1
CCN(CC)CCn1c2c(c(SCC(=O)Nc3ccc4c(c3)OCO4)nc1=O)CCC2 | -1
OC(c1cc(F)cc(Cl)c1)c1ncc(-c2ccccc2Cl)[nH]1 (stereo not drawn) | 3
O=[N+]([O-])c1ccccc1N=Nc1ccc(O)cc1 | -1
O=C(CSc1nnc(Cn2nnc3ccccc32)o1)N(Cc1ccc(Cl)cc1)c1ccccc1 | -1
CCc1ccc(CCNC(=O)OC2CC3CC2[C@H]2CCCCN2[C@H]3C)cc1 (stereo partly drawn) | 1

The closing 4 entries of the part before lead into the next.
SMILES | TbREL1 primary
OC(c1cc(F)cc(Cl)c1)c1ncc(-c2ccccc2Cl)[nH]1 (stereo not drawn) | 3
O=[N+]([O-])c1ccccc1N=Nc1ccc(O)cc1 | -1
O=C(CSc1nnc(Cn2nnc3ccccc32)o1)N(Cc1ccc(Cl)cc1)c1ccccc1 | -1
CCc1ccc(CCNC(=O)OC2CC3CC2[C@H]2CCCCN2[C@H]3C)cc1 (stereo partly drawn) | 1
Cc1ccc(/C=C/C(=O)O)cc1S(=O)(=O)N1CCc2ccccc2C1 | 2
CS(=O)(=O)c1ccc2nc(NC(=O)c3ccco3)sc2c1 | 0
CCNC(=O)C/C(C)=N/NC(=O)C(=O)Nc1ccc(CC)cc1 | -1
CCN(CC)S(=O)(=O)c1ccc2oc(C(=O)NCc3ccc(F)cc3)c(C)c2c1 | 3
O=C(NCCC1=CCCCC1)c1ccc2c(=O)n3c(nc2c1)CCCCC3 | -2
COc1ccc(C(=O)C(C)OC(=O)c2sc(C)nc2C)cc1 (stereo not drawn) | -2
Cc1ccc(OCc2nnc(SCC(=O)Nc3ccc(S(N)(=O)=O)cc3)n2-c2ccc(Cl)cc2)cc1 | -5
Cn1c(=O)oc2cc(S(=O)(=O)NC3CCCCC3)ccc21 | 4
CN1N=C(C(=O)N2CCc3c([nH]c4ccccc34)C2c2c(F)cccc2Cl)CCC1=O (stereo not drawn) | -2
COc1ccc(CNC(=O)C2CCCN(S(=O)(=O)c3ccc(Br)s3)C2)cc1 (stereo not drawn) | -2
COc1ccc(C(=O)N2CCNC(=O)C2)cc1S(=O)(=O)Nc1ccc(Br)cc1 | 8
CCN(C(=O)CSc1nc2ccccc2o1)c1c(N)n(Cc2ccccc2)c(=O)[nH]c1=O | 5
Cc1ccc(-c2noc(CN(C(=O)CCN3C(=O)c4ccccc4C3=O)C(C)C)n2)cc1 | -4
Cc1ccc(C(=O)ON=C2CCN(c3ccc([N+](=O)[O-])cc3)CC2)cc1 | 1

4 entries drawn at random from those above:
SMILES | TbREL1 primary
CCN(CC)S(=O)(=O)c1ccc2oc(C(=O)NCc3ccc(F)cc3)c(C)c2c1 | 3
Cc1ccc(C(=O)ON=C2CCN(c3ccc([N+](=O)[O-])cc3)CC2)cc1 | 1
COc1ccc(CNC(=O)C2CCCN(S(=O)(=O)c3ccc(Br)s3)C2)cc1 (stereo not drawn) | -2
CCNC(=O)C/C(C)=N/NC(=O)C(=O)Nc1ccc(CC)cc1 | -1

High-throughput results: PubChem BioAssay, The Scripps Research Institute Molecular Screening Center
